Bioassay records from PubChem.
IDH1 R132H inh – qHTS for Inhibitors of mutant isocitrate dehydrogenase 1 (IDH1): qHTS. IDH1-R132H enzyme, NADPH consumption, diaphorase/resazurin fluorescence. Isocitrate dehydrogenase [NADP] cytoplasmic (Homo sapiens), O75874. hit rate 0.093% among 390,000. AID 602179, 2012. Potency, µM (series often up to 76.6 µM), for inactives: at the highest dose activity change, negative = inhibition, usual class: inhibitors; note: potency is the fitted concentration of half-maximal effect; % is set by controls: 0 for no effect and ±100 for the full control effect; nearly all actives have a fitted effect of over 65% in size
Target sequence (O75874 whole entry R132H, stated change not applied): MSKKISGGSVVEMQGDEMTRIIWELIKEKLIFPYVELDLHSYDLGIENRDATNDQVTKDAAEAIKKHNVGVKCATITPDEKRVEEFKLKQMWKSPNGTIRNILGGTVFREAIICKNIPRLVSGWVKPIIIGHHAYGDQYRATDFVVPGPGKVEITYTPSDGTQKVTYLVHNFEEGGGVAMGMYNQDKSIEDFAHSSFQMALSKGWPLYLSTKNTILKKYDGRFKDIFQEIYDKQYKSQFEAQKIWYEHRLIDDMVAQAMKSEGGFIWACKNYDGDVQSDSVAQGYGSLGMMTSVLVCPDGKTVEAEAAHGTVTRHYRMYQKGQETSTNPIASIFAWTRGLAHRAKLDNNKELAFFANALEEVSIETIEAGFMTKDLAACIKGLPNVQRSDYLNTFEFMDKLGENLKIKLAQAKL
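IDH1-R132H (0.5 ug/mL dispensed) in pH 7.5 Tris buffer was preincubated 30 min with compound, then given a substrate mix of 0.016 mM NADPH and 2 mM alpha-KG for 80 min at room temperature; remaining NADPH was read by diaphorase/resazurin fluorescence.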
D2 antagonist – HTS Assay for Allosteric Antagonists of the Human D2 Dopamine Receptor: Primary Screen for Antagonists; HEK293 TREx D2 cells, calcium flux, dopamine EC80; inhibition, % at 10 µM; AID 485344, 2010; D(2) dopamine receptor (Homo sapiens), P14416; hit rate 2% among 340,000; in the data active = inhibition above about 30%; note: 0% is about no effect
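Compounds are added to dye-loaded, induced HEK293 T-REx cells coupled to calcium release via D2; after a 3 min kinetic read an EC80 dopamine stimulus is given and fluorescence is recorded for 3 more min.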
rTrxR1 inhibitor – qHTS Assay for Inhibitors of Mammalian Selenoprotein Thioredoxin Reductase 1 (TrxR1): qHTS. Thioredoxin reductase 1, cytoplasmic (Rattus norvegicus), O89049. recombinant rTrxR1, NADPH fluorescence consumption, selenite substrate. Potency, µM (doses to about 114 µM), for inactives: at the highest dose activity change, negative = inhibition, usual class: inhibitors. hit rate 1% among 390,000; note: potency is the fitted concentration of half-maximal effect; % is set by controls: 0 for no effect and ±100 for the full control effect; nearly all actives have a fitted effect of over 65% in size
Target sequence (O89049 whole entry, looked up): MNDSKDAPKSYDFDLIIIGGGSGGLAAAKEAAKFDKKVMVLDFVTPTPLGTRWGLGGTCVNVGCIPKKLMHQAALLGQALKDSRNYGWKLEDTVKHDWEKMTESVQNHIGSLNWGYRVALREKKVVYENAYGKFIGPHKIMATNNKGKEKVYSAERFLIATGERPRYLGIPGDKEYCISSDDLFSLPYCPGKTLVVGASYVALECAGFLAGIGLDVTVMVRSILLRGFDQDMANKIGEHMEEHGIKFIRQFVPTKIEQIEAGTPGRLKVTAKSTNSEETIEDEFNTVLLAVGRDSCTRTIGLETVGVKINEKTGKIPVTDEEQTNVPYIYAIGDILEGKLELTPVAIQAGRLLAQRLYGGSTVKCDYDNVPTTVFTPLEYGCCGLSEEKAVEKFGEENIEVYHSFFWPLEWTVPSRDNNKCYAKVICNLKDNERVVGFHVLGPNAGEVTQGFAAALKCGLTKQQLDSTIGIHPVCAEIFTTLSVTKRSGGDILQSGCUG
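Rat TrxR1 (90 nM in the dispensed reagent) was pre-reduced with 400 uM NADPH for 5 min at room temperature, then incubated with compound for 15 min. After 400 uM selenite was added, NADPH fluorescence (Ex 340/Em 450 nm) was followed for 8 min.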
TRHR agonist – qHTS for Small Molecule Agonists and Allosteric Enhancers of Human TRH Receptor: Primary Screen for Agonists; hit rate 0.18% among 360,000; activation, % at 2 µM; TRHR cells, calcium flux fluo-8, FDSS agonist mode; in the data active = activation above about 30%; note: 0% is about no effect
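In this calcium-flux screen, cells bearing human TRHR are dye-loaded with fluo-8, baselined for 10 cycles, then exposed to library compounds; positive kinetic calcium responses during the agonist phase mark hits, with TRH as control.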
TrxR1 substrate – qHTS Assay for Substrates of Mammalian Selenoprotein Thioredoxin Reductase 1 (TrxR1): qHTS. hit rate 0.01% among 390,000. purified TrxR1 substrate turnover, NADPH consumption readout. Thioredoxin reductase 1, cytoplasmic (Rattus norvegicus), O89049. AID 588456, 2011. Potency, µM (series often up to 114 µM), for the others: at the top dose activity change, negative = substrate turnover; note: potency is the fitted concentration of half-maximal effect; % is set by controls: 0 for no effect and ±100 for the full control effect; nearly all actives have a fitted effect of over 50% in size
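Rat TrxR1, dispensed at 90 nM, was prereduced with 400 uM NADPH (final) for 5 min at ~22 deg C, then incubated with compound 15 min before 400 uM selenite. A first-read NADPH fluorescence drop versus no-compound background flagged substrates.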
USP1 inh – Inhibitors of USP1/UAF1: Primary Screen; AID 743255, 2014; Potency, µM (highest dose often 57.1 µM), for the others: top-dose activity change, negative = inhibition, usual class: inhibitors; recombinant USP1/UAF1, Ub-Rhodamine cleavage fluorescence; hit rate 0.23% among 390,000; Ubiquitin carboxyl-terminal hydrolase 1 (Homo sapiens), O94782; note: potency is the fitted concentration of half-maximal effect; % is set by controls: 0 for no effect and ±100 for the full control effect; nearly all actives have a fitted effect of over 60% in size; inactives centre near -12
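High-throughput fluorogenic screen: 1nM USP1/UAF1 complex, Ub-Rho substrate 150nM final, 50mM HEPES pH 7.8 with 0.5mM EDTA, 0.1 mg/ml BSA, 1mM TCEP and 0.01% Tween-20.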
PI4K2A block – qHTS for small molecular inhibitors of PI4K2A | activity change, negative = inhibition, % at 76.9 µM | purified PI4K2A, ADP-Glo luminescence, 1 h; hits give low values | Phosphatidylinositol 4-kinase type 2-alpha (Homo sapiens), Q9BTU6 | hit rate 0.13% among 420,000; in the data active = activity change below about -50%; inconclusive = mostly about -30% to -49%;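 note: -100% = wells without enzyme as full effect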
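PI4K2A activity was measured by ADP-Glo luminescence: enzyme (4 ug/mL stock) and phosphatidylinositol (1.2 mM stock) in Tris pH 7.5/MgCl2/EGTA/Triton X-100 buffer were reacted with ATP (300 microM stock) for one hour at ambient temperature.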
TRHR enhancer – qHTS for Small Molecule Agonists and Allosteric Enhancers of Human TRH Receptor: Primary Screen for Enhancers; Thyrotropin-releasing hormone receptor (Homo sapiens), P34981; TRHR cells, fluo-8 calcium fluorescence, EC20 TRH enhancement; enhancement, % at 2 µM; hit rate 0.66% among 360,000; AID 493056, 2011; in the data active = enhancement above about 30%; note: 0% is about no effect
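Enhancer read-out: after compound pinning and an initial kinetic agonist-mode read, an EC20 of TRH (10 nM final) was injected and fluo-8 calcium signal (Ex 480/Em 530) followed at 1 s/cycle for 100 cycles in TRHR-expressing cells.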
D2 ag – HTS Assay for Allosteric Agonists of the Human D2 Dopamine Receptor: Primary Screen for Agonists; D(2) dopamine receptor (Homo sapiens), P14416; HEK293 T-REx D2 cells, calcium flux agonist mode; activation, % at 2 µM; hit rate 0.53% among 340,000;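 active = activation over 3 SD above normal in the single-dose calcium agonist read, cut at about 30% in these data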; note: 0% is about no effect
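In this primary screen, compounds producing a positive calcium signal within 180 s of addition to tetracycline-induced, force-coupled HEK293 Trex D2 cells are flagged; cells are dye-loaded with a no-wash calcium kit beforehand.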
* hit, by the source's call; ? = inconclusive; · = not tested or not shown; [ ] = remark or other dose. Unless noted, calls come from the whole dose curve; as a rule, active = well fitted inhibition curve with a large enough effect; inconclusive = small, poorly fitted or top-dose-only effect; inactive = no such curve, though single readings can be large or run the other way.

SMILES | IDH1 R132H inh | D2 antagonist | rTrxR1 inhibitor | TRHR agonist | TrxR1 substrate | USP1 inh | PI4K2A block | TRHR enhancer | D2 ag
O=C(Nc1nnc(-c2ccncc2)o1)C1CCCCC1 | 2% | 4 | -13% | 0.8 | 13%[57.1 µM] | -16% | 1 | 7 | 0.7
CN1OC[C@@H]2CN(Cc3cc(Cl)cc(Cl)c3)[C@H](c3cccc(-c4ccccc4)c3)C[C@@H]21 | -2%[38.3 µM] | · | 31% | · | 0% | -16% | 2 | · | ·
COC(=O)c1ccc(Oc2coc3cc(OCc4ccc([N+](=O)[O-])cc4)ccc3c2=O)cc1 | 2% | 0 | -2% | 0.9 | -5% | -17% | 2 | 1 | 0.5
COc1ccc2c(-c3cc4ccc(OCc5ccc(F)cc5)cc4oc3=O)cc(=O)oc2c1 | 3% | -11 | -3% | 0.1 | -6% | -18% | -1 | 4 | 0.1
COc1ccc(-c2nc(CN3CCC(C(=O)NCCCOC(C)C)CC3)c(C)o2)cc1OC | -7% | · | 24% | -0.2 | 17% | -21% | 1 | 1 | -1.1
COc1ccc(C(=O)N/N=C/c2c(C)nn(-c3ccccc3)c2OC)cc1 | 4% | · | 7%[57.1 µM] | · | 6%[57.1 µM] | -17% | 0 | · | ·
CCOc1ccc(CNC(=O)c2ccc(NC(=O)N3CCSc4ncccc43)cc2)cc1OC | 7% | · | 15% | -0.2 | 5% | -5% | 3 | -2 | 0.3
Cc1cc(-c2ccc(NC(=O)[C@@H]3CCCC[C@@H]3C(=O)O)c(C)c2)ccc1NC(=O)[C@@H]1CCCC[C@@H]1C(=O)O | 0% | 17 | 2%[57.1 µM] | 0.2 | 2%[57.1 µM] | -21% | 0 | 11 | -0.3
COc1ccc(OC)c(/C=N/Nc2nc(C)cc(=O)[nH]2)c1 | 12% | -18 | 3%[57.1 µM] | -0.3 | 38%[activator][57.1 µM] | 3% | 6 | 20 | 0.5
CC(=O)c1cccc(NC(=O)N2CCCC2C(=O)NCCC(C)C)c1 (stereo unspecified) | 8% | 4 | -12% | 0.1 | 3% | -3% | 6 | -9 | 0.5
CC(Sc1nnc(-c2ccco2)n1C)C(=O)N(C)C1CCCCC1 (stereo unspecified) | 8% | -2 | -9% | 0.4 | -4% | -7% | 1 | 12 | -0.1
Cc1c(C(=O)NCCN(C)C)oc2c1-c1nn(Cc3ccccc3Cl)cc1CC2 | 6% | · | 20% | -0.2 | 4% | -11% | 3 | 12 | -0.2
CCOC(=O)CC(=O)CSc1nc2c(sc(=S)n2-c2ccc(C)c(C)c2)c(=O)[nH]1 | -2% | 18 | -23% | -0.3 | -4% | -32% | 0 | -8 | -0.3
COC(=O)C1CCN(C(=O)c2ccc(OC3CCN(Cc4ccccn4)CC3)cc2)CC1 | 3% | 2 | 3%[57.1 µM] | 0.1 | -5%[57.1 µM] | -17% | -2 | -4 | 4.0
Cc1ccc(C)c(N2CCN(C(=O)c3ccc(Cn4c(=S)[nH]c5ccc(N6CCOCC6)cc5c4=O)cc3)CC2)c1 | 3% | -9 | 14%[57.1 µM] | 0.0 | 9%[57.1 µM] | -6% | -4 | -4 | 0.7
Cc1cccc(NS(=O)(=O)c2ccc(C(=O)N3CCC3)cc2)c1C | 20% | -6 | 9%[57.1 µM] | 0.6 | 2%[57.1 µM] | -17% | -1 | 3 | -0.2
CC(C)(C)OC(=O)N1CCC2(CC1)C(C#N)=C(N)OC1=C2C(=O)CCC1 | -7% | 6 | ? | 0.6 | -16% | 0% | -6 | 1 | 2.1
COc1ccccc1NS(=O)(=O)c1cccc(C(=O)N/N=C/c2cn(-c3ccccc3)nc2-c2ccccc2)c1 | 0% | 11 | 9%[57.1 µM] | 0.7 | 4% | -22% | 73 | -5 | 1.1
O=C(COc1ccc(/C=N/NC(=O)c2ccncc2)cc1)Nc1cccc([N+](=O)[O-])c1 | -6% | -12 | 4% | 0.5 | -4% | 5% | 5 | 0 | 1.1
O=C(Cn1cc(C(F)(F)F)cc(Cl)c1=O)NCCc1ccccc1 | 1% | -4 | 1% | -0.3 | -4% | -17% | -1 | 6 | 0.3
Cn1cccc1/C=C1\SC(=O)N(c2ccccc2)C1=O | 7% | 3 | -7% | 0.4 | -1% | 11% | -11 | -4 | 0.0
COCCn1c(C)cc(O)c(C(c2ccccc2)N2CCN(c3ccccc3)CC2)c1=O (stereo unspecified) | 9% | · | ? | 0.2 | 4%[57.1 µM] | -10% | 2 | -5 | 25
O=C1CN(C(=O)c2ccccc2)C(c2ccccc2)c2cc(F)ccc2N1 (stereo unspecified) | -4% | -19 | 18% | 0.5 | -3% | -8% | -3 | 8 | 0.9
COc1cccc(CCNC(=O)C2CCC(=O)N(Cc3cccc(OC)c3)C2)c1 (stereo unspecified) | -9% | 7 | 20% | -0.2 | 4% | -25% | -1 | -3 | -0.2
CSc1ccc(CCNC(=O)Cn2ncc3c(=O)oc4ccc(C)cc4c32)cc1 | 27% | · | -4% | -0.2 | -8% | -23% | -1 | 1 | 0.2

Another view of some results above:
Molecule	IDH1 R132H inh	D2 antagonist	rTrxR1 inhibitor	TRHR agonist	TrxR1 substrate	USP1 inh	PI4K2A block	TRHR enhancer	D2 ag
Cc1c(C(=O)NCCN(C)C)oc2c1-c1nn(Cc3ccccc3Cl)cc1CC2	6%	·	20%	-0.2	4%	-11%	3	12	-0.2
Cc1cccc(NS(=O)(=O)c2ccc(C(=O)N3CCC3)cc2)c1C	20%	-6	9%[57.1 µM]	0.6	2%[57.1 µM]	-17%	-1	3	-0.2

More entries
SMILES | IDH1 R132H inh | D2 antagonist | rTrxR1 inhibitor | TRHR agonist | TrxR1 substrate | USP1 inh | PI4K2A block | TRHR enhancer | D2 ag
NC(=O)COc1ccc(-n2cnnn2)cc1 | 1% | 6 | 17% | 0.8 | 4% | -21% | -10 | 2 | 0.4
COc1cc(OC)c(-c2nnc(-c3ccc(OC)c(OC)c3OC)o2)cc1OC | 5% | -5 | 6% | 0.2 | 162%[activator] | -17% | 2 | 1 | 0.7
CCOC(=O)c1[nH]c2ccccc2c1NC(=O)c1ccc(S(=O)(=O)N(C)C)cc1 | 8% | 0 | 16% | -0.3 | 0% | ? | 0 | 1 | 0.8
CC(C)OCCCNC(=O)CCc1nc(-c2ccccc2)no1 | 3% | 3 | -2% | 0.3 | -6% | -10% | 6 | 3 | 0.3
O=C(O)c1ccc(/C=N/NC(=O)C2CC2(c2ccccc2)c2ccccc2)cc1 (stereo unspecified) | · | 7 | · | -0.5 | · | · | · | 0 | -0.2
COc1ccc(N2CCN(C(=O)CCC(=O)N3CCOc4ccc(Cl)cc43)CC2)cc1 | -6% | -24 | -6%[57.1 µM] | 0.0 | 11%[57.1 µM] | -17% | 0 | -2 | -0.7
C=CC(=O)Nc1ccc(Br)cc1 | 3% | 9 | -9% | 0.2 | 4%[57.1 µM] | -3% | 2 | -5 | 0.0
COCCCNC(=O)CSc1nc2nc(C)c(Cc3ccccc3Cl)c(C)n2n1 | -7% | · | -5% | 0.3 | 11%[2.29 µM] | -7% | -8 | -4 | 0.3
CC(OC(=O)c1ccc(S(=O)(=O)NCc2ccco2)cc1)C(=O)Nc1ccc(Cl)cn1 (stereo unspecified) | 5% | 0 | -11% | -0.7 | -11% | -15% | -3 | 2 | 0.0
N#Cc1c(C(F)(F)F)cc(-c2cccs2)nc1SC(C(=O)O)c1ccccc1 (stereo unspecified) | -6% | · | -23% | · | -10% | -17% | 3 | · | ·
COc1ccc(NC(=S)N2CCN(CCN3C(=O)c4cccc5cccc(c45)C3=O)CC2)cc1 | -1% | -14 | 16%[57.1 µM] | -0.9 | 5%[57.1 µM] | -5% | -3 | 1 | -0.8
CC(O)CO (stereo unspecified) | 2% | 0 | 14% | -0.2 | 0% | 5% | 4 | 1 | -0.1
Cc1cc(Nc2ccccc2)n(C(=O)c2ccc(Cl)cc2)n1 | 1% | -5 | 17% | 0.2 | 8% | -11% | -4 | -10 | 0.2
CCCn1c(SCC(=O)NC(C)(C)C)nnc1-c1ccco1 | -1% | -5 | 8%[57.1 µM] | 0.6 | 9%[57.1 µM] | -10% | 5 | -3 | 0.8
COCCCNCCOCCOc1c(OC)cccc1OC | -2% | -4 | -14% | -0.7 | 6% | 2% | -15 | 6 | -1.0
CC(C)N(Cc1ccccc1)S(=O)(=O)c1ccc(-c2cc(C(F)(F)F)on2)s1 | 8% | · | 11%[57.1 µM] | 1.2 | -7%[57.1 µM] | 0% | -3 | -1 | 1.6
COc1ccc(N2CCN(C(=O)CCNS(=O)(=O)c3ccc4c(c3)CCC(=O)N4)CC2)cc1 | 3% | -2 | 15% | 0.3 | 7% | -6% | -1 | 2 | -1.2
Cc1ccc(C(=O)N2CCCCCC2)cc1Br | 7% | 10 | 8%[57.1 µM] | -1.0 | -6% | -6% | 6 | -4 | -0.5
O=C(CSc1nnc2ccccn12)c1ccccc1 | 14% | 14 | 3% | -0.4 | 8% | -15% | -1 | 3 | -0.7
Cn1c(=O)c(C(=O)Nc2ncccc2O)c(O)c2ccccc21 | 10% | -12 | -27% | 0.5 | -20% | -13% | 3 | 0 | 0.3
